# Assay outcomes from PubChem.
# proCasp7 act = procaspase-7 activators, primary screen, counter-screen for procaspase-3 activator project, biochemical, absorbance, HTS, human | activation, % at 8.5 µM | recombinant procaspase-7, Ac-DEVD-pNA absorbance 405 nm; D23A/D198A/D206A triple mutant, cannot self-cleave; scale: DMSO 0, 5 µM enzyme 100 | Caspase-7 (Homo sapiens), P55210 | 0.093% of 330,000 active;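 active means percent activation above the screen-wide mean plus 3 SD, cut at about 25% in these data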
#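 Assay system – Uncleavable procaspase-7 mutant enzyme · Quantity – 2 µM procaspase-7 mutant as dispensed · Times – 1 h preincubation, 2 h reaction · Dosing – single nominal 8.5 µM compound dose, 0.8% DMSO final · Buffer or medium – Zinc-free 50 mM HEPES buffer, pH 7.4, with NaCl and Triton X-100 · Detection – Epi-absorbance of released pNA at 405 nm, two timepoints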
# PP1 inh = PP1-alpha phosphatase inhibitors, primary screen, counter-screen for PP5 inhibitor project, biochemical, fluorescence, OMFP substrate, single point | AID 2235, 2010 | 0.9% of 320,000 active | purified PP1alpha | inhibition, % at 6.7 µM | Serine/threonine-protein phosphatase PP1-alpha catalytic subunit (Homo sapiens), P62136;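 active means inhibition above the mean inhibition of all tested compounds plus 3 SD, computed separately for each screening campaign, cut at about 15% in these data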
# procasp3 activ = activators of human procaspase-3 D3A mutant, primary screen, biochemical, absorbance, PC-3 D3A mutant, single concentration | Caspase-3 (Homo sapiens), P42574 | recombinant procaspase-3 D3A, Ac-DEVD-pNA absorbance 405 nm | activation, % at 8.5 µM | 0.11% of 330,000 active;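 active means activation above the mean of all tested compounds plus 3 SD, cut at about 21% in these data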;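 further: 0% = DMSO alone and 100% = DMSO wells spiked with extra 5 µM PC-3 D3A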
#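 Assay system – Procaspase-3 D3A mutant, all three cleavage aspartates alanine · Controls – DMSO-only low control, 5 µM PC-3 D3A high control · Schedule – 1 h compound preincubation, 2 h substrate hydrolysis at 25 °C · Signal – 405 nm absorbance of p-nitroaniline, reads at 0 and 120 min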
# PP5 inh = PP5 phosphatase inhibitors, primary screen, biochemical, fluorescence | AID 1987, 2009 | 0.18% of 320,000 active | Serine/threonine-protein phosphatase 5 (Homo sapiens), P53041 | purified PP5c, OMFP substrate fluorescence | inhibition, % at 6.7 µM;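 active means inhibition above the campaign's mean inhibition across all tested compounds plus 3 SD, cut at about 9.5% in these data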;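 further: 0% = DMSO only and 100% = 100 µM cantharidin control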
# CTSL1 counter = Fasciola hepatica cathepsin L1 inhibitors, primary screen, counter-screen for PFM18AAP inhibitor project, biochemical, QFRET, fluorogenic peptide substrate; recombinant F. hepatica cathepsin L1, Z-Leu-Arg-MCA fluorescence; inhibition, % at 5.96 µM; 0.49% of 300,000 active;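 active means inhibition above the mean of all tested compounds plus 3 SD, set per screening campaign, cut at about 17% in these data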;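 further: 0% = plate median of test compound wells and 100% = 1 µM Z-Phe-Ala-diazomethylketone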
# TPT1 inhibitor = Candida albicans TPT1 enzyme inhibitors, primary screen, biochemical, fluorescence polarization; inhibition, % at 5 µM; AID 1962, 2009; recombinant caTPT1, FP RNA substrate dephosphorylation; tRNA 2'-phosphotransferase TPT1 (Candida albicans SC5314); 0.81% of 300,000 active;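 active means inhibition above the mean of all tested compounds plus 3 SD, set per screening campaign, cut at about 24% in these data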;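 further: plate controls were DMSO alone for no effect and ferristatin control at 100 nM for full effect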
# PAFAH2 inh = PAFAH2 enzyme inhibitors, primary screen, biochemical, fluorescence polarization, human; Platelet-activating factor acetylhydrolase 2, cytoplasmic (Homo sapiens), Q99487; recombinant PAFAH2, FP-rhodamine activity probe; inhibition, % at 3.39 µM; 0.99% of 340,000 active; AID 492956, 2010;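 active means inhibition above the mean over all tested compounds plus 3 SD, cut at about 30% in these data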;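 further: inhibitors block probe labeling of enzyme so polarization drops; 0% = enzyme with DMSO and 100% = wells lacking PAFAH2 protein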
# AHR activator = AHR activators, primary screen, cell-based, luminescence, luciferase reporter, human; Aryl hydrocarbon receptor (Homo sapiens), P35869; AHR-responsive luciferase reporter cells; activation, % at 5 µM; 2.5% of 320,000 active; AID 2796, 2010; in the data active means activation above about 47%;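 further: 0% = vehicle wells and 100% = reference agonist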
# Target sequence (P35869 whole entry, looked up): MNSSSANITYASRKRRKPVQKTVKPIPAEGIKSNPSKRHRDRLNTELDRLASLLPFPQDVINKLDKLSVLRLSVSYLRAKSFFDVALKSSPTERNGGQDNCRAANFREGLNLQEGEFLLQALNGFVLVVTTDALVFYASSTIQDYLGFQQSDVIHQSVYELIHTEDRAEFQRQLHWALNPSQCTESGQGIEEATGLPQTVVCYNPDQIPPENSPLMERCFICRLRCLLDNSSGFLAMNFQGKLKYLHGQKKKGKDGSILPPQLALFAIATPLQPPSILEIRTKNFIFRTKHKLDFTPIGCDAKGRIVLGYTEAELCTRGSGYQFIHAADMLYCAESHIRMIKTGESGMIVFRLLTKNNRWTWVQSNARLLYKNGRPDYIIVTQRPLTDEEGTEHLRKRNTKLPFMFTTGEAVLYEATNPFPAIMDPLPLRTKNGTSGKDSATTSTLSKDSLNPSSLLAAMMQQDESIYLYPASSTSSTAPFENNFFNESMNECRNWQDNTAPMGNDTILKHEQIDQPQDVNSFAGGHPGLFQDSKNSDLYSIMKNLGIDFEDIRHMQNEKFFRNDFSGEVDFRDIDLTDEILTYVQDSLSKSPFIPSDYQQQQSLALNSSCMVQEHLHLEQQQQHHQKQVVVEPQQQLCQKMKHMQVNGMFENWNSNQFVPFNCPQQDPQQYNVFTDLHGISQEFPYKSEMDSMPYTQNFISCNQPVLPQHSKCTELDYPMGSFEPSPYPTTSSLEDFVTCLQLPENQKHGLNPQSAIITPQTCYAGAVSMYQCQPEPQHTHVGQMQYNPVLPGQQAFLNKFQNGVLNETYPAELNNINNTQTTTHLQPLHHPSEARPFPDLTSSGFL
# HCV core dimer = inhibitors of HCV core protein dimerization, primary screen, biochemical, TR-FRET, high-throughput; TR-FRET GST/Flag-core106 dimerization, 1536-well; inhibition, % at 5 µM; 0.33% of 300,000 active;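 active means inhibition above the mean of all tested compounds plus 3 SD, set per screening campaign, cut at about 45% in these data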
#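 Test system: GST/Flag-tagged HCV core106 proteins; Medium: KF-containing HEPES buffer, pH 7.45, DTT, CHAPS, BSA; Times: compound-protein-antibody incubation 4 h at 22.5 °C; Detection: TR-FRET 671 and 617 nm emission; Benchmarks: wells lacking GST-core106 and wells with excess unlabelled core106.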
# Starred values were filed as active, the others as inactive; x = not tested or not shown.
# The first twelve entries (preview)
SMILES,proCasp7 act,PP1 inh,procasp3 activ,PP5 inh,CTSL1 counter,TPT1 inhibitor,PAFAH2 inh,AHR activator,HCV core dimer
CCOC(=O)C(NC(C)=O)C(OC(C)=O)c1cccc([N+](=O)[O-])c1 (stereo not given),-4,8,-5,-3.1,6,0,2,1,-1
COc1ccc(CCN2CC(C(=O)NCc3c(C)n[nH]c3C)CCC2=O)cc1 (stereo not given),3,1,-1,-1.9,0,-1,0,-3,2
O=C1c2ccccc2C(=O)N1Cc1nn2c(-c3ccc(Cl)cc3)nnc2s1,6,-4,12,0.2,-4,-3,1,13,1
CCOC(=O)[C@@H]1[C@H]2COc3ccccc3[C@@H]2N2C(=O)N(c3cccc(F)c3)C(=O)[C@@]12C,4,x,4,x,x,x,11,2,x
S=C(Nc1ccc(Br)cc1)NC1CCN(Cc2ccccc2)CC1,-4,0,0,2.9,-2,-2,7,7,0
C=CCNC(=O)c1ccc(-c2nc(-c3ccc(Cl)cc3Cl)cs2)cc1,9,2,-6,2.0,5,1,1,1,-12
CN(NS(=O)(=O)c1ccccc1)c1nc2ccccc2nc1C(F)(F)F,-2,0,5,0.5,3,0,7,0,1
CS(=O)(=O)N(CC(=O)Nc1ccccc1-c1ccccc1)c1cccc(F)c1,-1,-3,0,0.1,5,-3,3,3,-2
NC(=O)COC(=O)/C=C/c1ccc2ccccc2n1,-4,3,-1,5.1,4,-4,-3,-2,-4
O=C(c1ccccc1OCc1ccc(Cl)cc1)N1CCN(c2ccccn2)CC1,-2,-2,-6,-0.7,4,-1,3,4,1
CC1(C)C=Cc2c(ccc3c2OC[C@@H](c2ccc(O)cc2O)C3)O1,-4,0,-7,8.2,11,0,-3,3,-9
Cc1ccc(S(=O)(=O)NCCSc2nnc(N)s2)cc1,-3,0,2,1.1,-5,-1,-3,6,1

# The listing, repeating the preview:
SMILES,proCasp7 act,PP1 inh,procasp3 activ,PP5 inh,CTSL1 counter,TPT1 inhibitor,PAFAH2 inh,AHR activator,HCV core dimer
CCOC(=O)C(NC(C)=O)C(OC(C)=O)c1cccc([N+](=O)[O-])c1 (stereo not given),-4,8,-5,-3.1,6,0,2,1,-1
COc1ccc(CCN2CC(C(=O)NCc3c(C)n[nH]c3C)CCC2=O)cc1 (stereo not given),3,1,-1,-1.9,0,-1,0,-3,2
O=C1c2ccccc2C(=O)N1Cc1nn2c(-c3ccc(Cl)cc3)nnc2s1,6,-4,12,0.2,-4,-3,1,13,1
CCOC(=O)[C@@H]1[C@H]2COc3ccccc3[C@@H]2N2C(=O)N(c3cccc(F)c3)C(=O)[C@@]12C,4,x,4,x,x,x,11,2,x
S=C(Nc1ccc(Br)cc1)NC1CCN(Cc2ccccc2)CC1,-4,0,0,2.9,-2,-2,7,7,0
C=CCNC(=O)c1ccc(-c2nc(-c3ccc(Cl)cc3Cl)cs2)cc1,9,2,-6,2.0,5,1,1,1,-12
CN(NS(=O)(=O)c1ccccc1)c1nc2ccccc2nc1C(F)(F)F,-2,0,5,0.5,3,0,7,0,1
CS(=O)(=O)N(CC(=O)Nc1ccccc1-c1ccccc1)c1cccc(F)c1,-1,-3,0,0.1,5,-3,3,3,-2
NC(=O)COC(=O)/C=C/c1ccc2ccccc2n1,-4,3,-1,5.1,4,-4,-3,-2,-4
O=C(c1ccccc1OCc1ccc(Cl)cc1)N1CCN(c2ccccn2)CC1,-2,-2,-6,-0.7,4,-1,3,4,1
CC1(C)C=Cc2c(ccc3c2OC[C@@H](c2ccc(O)cc2O)C3)O1,-4,0,-7,8.2,11,0,-3,3,-9
Cc1ccc(S(=O)(=O)NCCSc2nnc(N)s2)cc1,-3,0,2,1.1,-5,-1,-3,6,1
O=S(=O)(c1ccc(F)cc1)N1CCn2c(nc3ccccc32)C1,-3,1,1,3.6,-4,-2,29,6,-12
Cc1nn(C(C)C(=O)NCCc2ccccc2)c(=O)c2cc3occc3n12 (stereo not given),-11,1,2,4.8,1,0,-1,2,-3
O=C(NC1CCOc2ccccc21)C1CCCC1 (stereo not given),0,-4,5,-1.7,-2,-4,3,3,0
Cc1ccc(N2CC(C(=O)N/N=C/c3cccc([N+](=O)[O-])c3)CC2=O)cc1 (stereo not given),2,1,-2,0.1,4,-1,-2,-1,1
O=C1C2C3C=CC(C2C(=O)N1c1ccccc1O)C1C2C(=O)N(c4ccccc4O)C(=O)C2C31 (stereo not given),6,-5,-5,1.4,-1,0,7,3,0
C=CCC(=O)N1CCCC(C(=O)c2ccc(Cl)cc2)C1 (stereo not given),6,2,-5,1.1,-1,1,5,4,-3
O=C(CSc1nc2ccccc2c(=O)n1Cc1ccc(F)cc1)NCc1cccs1,1,1,1,1.8,-1,-1,-8,0,11
Cc1ccc(C(C(=O)NC2CCCC2)N(Cc2ccco2)C(=O)CCC(=O)Nc2cc(C)on2)cc1 (stereo not given),17,0,-5,0.5,-8,2,6,3,5
c1ccc2c(CNc3ccc(CNc4ncn[nH]4)cc3)cccc2c1,15,5,-2,0.5,-1,-3,10,-2,-4
O=c1c2ccccc2cnn1-c1ccc(Br)cc1,3,-2,4,-1.9,0,-2,-10,136*,0
O=C(O)c1cc(NCc2c(F)cccc2Cl)ccc1N1CCOCC1,7,-2,-2,-0.9,1,-5,6,1,3
O=C(Oc1ccc(Cl)cc1)N1CCCCC1,-9,-2,8,0.7,3,3,3,-2,1
O=C(CN(C(=O)CNC(=O)c1ccco1)c1cccc(F)c1)NC1CCCCC1,-2,-2,9,-1.5,3,-1,13,-3,8
O=C(Cc1coc2cc3c(cc12)CCC3)NC1CCCCCCC1,6,1,-1,2.6,3,-2,6,6,6
COc1ccccc1NC(=O)c1cc(=O)[nH]c2ccccc12,-8,0,-1,-1.0,4,1,8,80*,21
Cc1cc(=O)n2c(C(=O)Nc3ccc(C)c(C)c3)c(C(=O)Nc3ccccc3)sc2n1,0,5,2,-2.0,-1,3,-28,5,3
COc1ccc2nc(NC(=O)C3CCCN(S(=O)(=O)c4cccc5nsnc45)C3)sc2c1 (stereo not given),-9,5,11,3.0,-2,-2,-8,7,24
CCOC(=O)Cc1nnc2c(Nc3ccc(C)cc3)nc3nonc3n12,0,0,4,-1.7,5,3,3,29,5
COc1ccc(NC(=S)NCCCN2CCOCC2)cc1,14,-2,4,-2.0,-2,1,-1,-1,0
Cc1nn(-c2ccccc2)c(C)c1-c1nnc(-c2c(C)nn(-c3ccccc3)c2C)o1,12,-2,0,1.7,3,-2,-6,0,-2
Cc1nc2ncnn2c(C)c1CCC(=O)N1CCCCC1,19,0,-2,1.8,-3,-7,11,0,0
Cc1c(Cl)cccc1NC(=O)CSc1nc2c(c(=O)[nH]1)CCCC2,-5,5,1,0.6,-1,-2,x,6,-7
NC(=O)/C(=C/c1ccco1)NC(=O)c1ccc(Br)o1,-15,-4,-9,-2.1,11,4,2,3,-1
CCOc1ccc(OCCNC(=O)c2ccc3c(c2)nnn3CC)cc1,-4,x,10,x,x,x,-2,5,x
O=C(COc1ccccc1Cl)Nc1ccccc1C(=O)N1CCOCC1,3,-5,15,-1.4,-1,2,-2,2,0
O=C(Nc1ccc(Cl)c(-c2nc3ccccc3[nH]2)c1)c1ccc2c(c1)OCO2,-4,0,6,3.2,-3,0,-29,86*,2
COc1ccc(CCNS(=O)(=O)c2ccc3oc(C(=O)O)c(C)c3c2)cc1OC,8,1,0,1.7,-2,-4,1,0,1
CN1CCN(C(=O)c2ccc(Cl)c(S(=O)(=O)N3CCCCCC3)c2)CC1,7,-2,-6,2.8,0,2,-4,6,1
COc1cc(OC)cc(C(=O)NNC(=O)CCOc2ccccc2OC)c1,4,-3,4,1.5,x,x,4,1,x
O=C(O)c1nn(CC(=O)N2CCN(c3ncc(C(F)(F)F)cc3Cl)CC2)c(=O)c2ccccc12,-2,9,2,-5.3,1,-3,4,2,-3
Fc1cccc(CCN2CCNC[C@@H]2Cc2ccccc2)c1,8,-2,10,5.3,4,0,0,1,-51
Cc1cc(OCC(=O)NCCCN2CCOCC2)c2c(C)c(C)c(=O)oc2c1,1,-2,1,-0.7,2,-2,3,0,4
CC(Sc1nnnn1-c1ccc(O)cc1)c1nc2ccccc2c(=O)[nH]1 (stereo not given),2,-4,7,0.3,-1,2,-3,-2,0
CC(=O)N1CCc2cc(S(=O)(=O)N3CCCCCC3)ccc21,4,-2,-1,0.4,-5,-3,4,0,-15
Cc1ccc(CNC(=O)C(c2ccccc2)c2ccccc2)cc1,7,4,6,1.6,3,0,4,-2,9
COCCNS(=O)(=O)c1ccc(C2CNC(=O)C2)cc1 (stereo not given),-2,-1,-7,0.6,1,3,0,0,5
CC(=O)Nc1ccc(/C(C)=N/NC(=O)c2ccc(CN3CCOCC3)cc2)cc1,9,-5,5,3.4,-1,-4,0,1,-3
COc1ccc(Cc2ccc(OC)c(N)c2)cc1N,8,-4,-4,0.1,0,-1,2,1,-1
Cc1ccc(C)c(OCCCN2CCNCC2)c1,7,-1,2,3.1,2,0,10,1,3
O=C(O)Cc1c(C(=O)O)nnn1-c1ccc(Cl)cc1Cl,-2,-2,3,-4.4,-4,2,12,-1,-5
COc1ccccc1CNC(=O)CCNS(=O)(=O)c1cccc2nsnc12,1,2,3,0.6,0,1,-2,-1,-4

# Two compounds from above, showing only procasp3 activ, PP1 inh and CTSL1 counter.
smiles,procasp3 activ,PP1 inh,CTSL1 counter
CCOc1ccc(OCCNC(=O)c2ccc3c(c2)nnn3CC)cc1,10,x,x
CCOC(=O)[C@@H]1[C@H]2COc3ccccc3[C@@H]2N2C(=O)N(c3cccc(F)c3)C(=O)[C@@]12C,4,x,x

# No enrichment for hits; about 5.6% have a hit in one of these screens.
